phage Ecoli inh: E. coli growth loss with phage present. growth absorbance. inhibition, % at 11.9 µM. 360,000 tested, 0.26% active; in the data active = inhibition above about 11%
HTR5A ag: activates human HTR5A in OPRM1-OPRD1 agonist counter-screen | activation, % at 9.3 µM | 340,000 tested, 0.61% active | HTR5A agonist assay, luminescence, cell-based | P47898 | AID 504692; in the data active = activation mostly above about 9.5%, no sharp cut-off; inactive = mostly below about 7.6%;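 note: 0% = cells with vehicle only and 100% = reference agonist; strong numbers were not always called active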
Target sequence (P47898 whole entry, looked up): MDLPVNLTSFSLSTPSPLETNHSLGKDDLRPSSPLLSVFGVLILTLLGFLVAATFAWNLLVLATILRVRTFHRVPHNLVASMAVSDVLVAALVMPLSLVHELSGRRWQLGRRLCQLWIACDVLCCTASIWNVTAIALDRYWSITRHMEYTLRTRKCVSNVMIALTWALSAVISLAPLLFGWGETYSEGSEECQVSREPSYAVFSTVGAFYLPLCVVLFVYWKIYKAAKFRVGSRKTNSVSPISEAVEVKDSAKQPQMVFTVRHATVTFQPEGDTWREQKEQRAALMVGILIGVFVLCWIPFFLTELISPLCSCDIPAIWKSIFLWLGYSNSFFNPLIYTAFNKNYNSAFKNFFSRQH
AddAB inh: less growth of phage-infected E. coli with AddAB; inhibition, % at 11.9 µM; AID 435030; E. coli expressing H. pylori AddAB, absorbance growth; 330,000 tested, 0.29% active; in the data active = inhibition above about 12%;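 note: 0% = vehicle wells of infected cells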
CDK5 p35 inh: CDK5/p35 (human) kinase inhibition | 330,000 tested, 0.01% active | inhibition, % at 10 µM | AID 488839 | Recombinant CDK5/p35, ADP-Glo luminescence, 60 min;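 active = highest replicate inhibition of at least 50% and at least 75% of replicates reaching 50%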;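 note: plate controls were DMSO neutral control for no effect and GW8510 at 10 µM for full effect; many of its hits are not listed in these tables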
Ecoli viability: reduces bacterial viability in AddAB counter-screen; E. coli V3065 growth, OD600 absorbance, 18 h; inhibition, % at 11.9 µM; 330,000 tested, 0.27% active;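 active = inhibition above the campaign's mean inhibition across all tested compounds plus 3 SD, cut at about 9.9% in these data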;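 note: uninfected addAB+ strain grown without phage in ampicillin broth; 0% = DMSO wells and 100% = ciprofloxacin 0.95 µg/ml wells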
PKA-R2B activ: activates the human PKA-R2B holoenzyme complex; P22694+P31323; PKA-R2B holoenzyme dissociation, Cy5-IP20 fluorescence polarization; R2B truncated from residue 108, S112A mutant; 0% DMSO only, 100% 113 µM cGMP; activation, % at 11.4 µM; 340,000 tested, 0.079% active;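 active = activation above a cutoff set at the mean over all compounds plus 3 SD, cut at about 18% in these data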;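 note: higher means more holoenzyme dissociation and a rise in polarization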
Tat export inh: blocks Tat-dependent protein export in E. coli; E. coli MC4100 TorA-mCherry Tat export, fluorescence; inhibition, % at 10 µM; 340,000 tested, 0.036% active; AID 488895;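 active = mean replicate inhibition at least 50% and at least half of replicates individually reaching 50%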;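 note: exported cargo escapes ClpAP degradation while cytoplasmic cargo is degraded and loses fluorescence; 0% = median of neutral control wells and 100% = median of NaSCN control wells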
HTR5A inv ag: inverse agonist of human HTR5A in OPRM1-OPRD1 counter-screen | inhibition, % at 9.3 µM | HTR5A cell line, luminescence, inverse agonism | 340,000 tested, 0.083% active | AID 504634; in the data active = inhibition mostly above about 23%, no sharp cut-off; inactive = mostly below about 18%;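 note: 0% = cells with DMSO and 100% = no-cell wells with DMSO; some compounds called inactive have numbers as strong as hits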
DAGLB inhibitor: blocks human DAGLB lipase activity; HEK293T DAGLB membrane lysate, EnzChek fluorogenic substrate; inhibition, % at 5.17 µM; 340,000 tested, 0.059% active; in the data active = inhibition above about 34%;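 note: 0% = enzyme with vehicle and 100% = wells lacking enzyme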
Target sequence (Q8NCG7 whole entry, looked up): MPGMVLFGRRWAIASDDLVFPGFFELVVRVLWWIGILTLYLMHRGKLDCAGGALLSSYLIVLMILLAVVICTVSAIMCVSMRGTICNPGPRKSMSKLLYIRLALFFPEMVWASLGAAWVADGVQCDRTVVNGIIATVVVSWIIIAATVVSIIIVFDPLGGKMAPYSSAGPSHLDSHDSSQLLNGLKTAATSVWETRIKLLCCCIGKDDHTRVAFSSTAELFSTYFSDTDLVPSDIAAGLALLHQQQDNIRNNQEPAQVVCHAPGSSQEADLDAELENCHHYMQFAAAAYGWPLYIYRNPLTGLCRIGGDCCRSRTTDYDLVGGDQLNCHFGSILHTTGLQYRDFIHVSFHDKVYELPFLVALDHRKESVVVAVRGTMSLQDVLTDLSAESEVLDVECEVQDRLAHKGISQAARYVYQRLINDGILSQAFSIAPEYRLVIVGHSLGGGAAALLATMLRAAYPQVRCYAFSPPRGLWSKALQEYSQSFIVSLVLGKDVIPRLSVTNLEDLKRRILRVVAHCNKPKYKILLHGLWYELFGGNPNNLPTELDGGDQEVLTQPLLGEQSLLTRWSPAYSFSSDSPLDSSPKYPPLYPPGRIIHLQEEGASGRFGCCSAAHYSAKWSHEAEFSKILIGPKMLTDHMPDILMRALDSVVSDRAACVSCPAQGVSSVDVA
SUMO Mot1 rescue: SUMOylation pathway inhibition by Mot1-301 growth rescue; AID 2716; 320,000 tested, 1% active; S. cerevisiae Mot1-301 growth rescue, ATP luminescence, 38.5C; percent above DMSO median, 100 means doubled; growth rescue, % at 18.8 µM;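 active = every valid replicate shows activation above 250% relative to neutral control wells; inactive = the rest, any valid replicate at or below 250%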;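 note: OY570 slx delta 5 strain wells were the positive control but not used for scaling; some compounds called inactive have numbers as strong as hits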
PKA-R1A activ: PKA-R1A complex activation | 340,000 tested, 0.083% active | PKA-R1A dissociation, Cy5-IP20 fluorescence polarization; scaled: DMSO 0%, 113 µM cGMP 100% | activation, % at 11.4 µM | P00514+P68181 | AID 504707;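 active = percent activation above the mean of all tested compounds plus 3 SD, cut at about 19% in these data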;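 note: higher means more PKAc released from R1A so a rise in polarization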
The depositor's hits bear a star; · = not tested or not shown.

SMILES	phage Ecoli inh	HTR5A ag	AddAB inh	CDK5 p35 inh	Ecoli viability	PKA-R2B activ	Tat export inh	HTR5A inv ag	DAGLB inhibitor	SUMO Mot1 rescue	PKA-R1A activ
Cc1ccc(NC(=O)c2sc(C)nc2C)c(C)c1	2.5	-1.2	1.6	4.8	-0.8	4.3	3.5	4.7	0.2	21.5	-2.7
Cc1c(O)nc(SC2CC(=O)N(c3ccccc3)C2=O)[nH]c1=O (stereo unspecified)	0.4	0.9	2.4	1.3	0.5	8.5	1.2	3.1	-0.3	-18.4	-0.9
CCOC(=O)CN1CC23C=CC(O2)C(C(=O)O)C3C1=O (stereo unspecified)	-0.1	-2.4	1.9	0.8	-1.2	-0.2	-11.5	6.4	-1.9	1.1	0.5
CCN(Cc1ccccc1)C(=O)c1cc2c(OC)c(OC)c(OC)cc2[nH]1	1.4	5.9	1.4	0.2	-1.3	1.1	9.7	-22.7	1.7	-8.4	-4.2
CCCCN(CCCC)CCNC(=O)c1cn(CC)c2ccc(S(=O)(=O)N(C)C3CCCCC3)cc2c1=O	-1.1	-1.1	-0.4	-1.4	-1.6	1.3	4.3	17.7	-0.6	-2.6	10.2
CSc1ccc(CN2CCSCC2)cc1	1.0	-0.8	·	0.1	·	-3.1	-0.3	-18.5	-4.9	27.9	5.5
CCCN1CCc2c(sc3nc(SCC)n(-c4ccc(OC)cc4)c(=O)c23)C1	·	8.5	·	0.3	·	-3.4	-1.4	-31.7	-0.3	·	-4.4
CC(C)(C)c1ccc(OCCC(=O)OCC(=O)NC2CCS(=O)(=O)C2)cc1 (stereo unspecified)	0.7	1.9	-0.9	-0.6	0.3	2.5	6.6	-5.1	-3.2	1.5	3.3
CCOC(=O)C1=C(c2ccccc2)O/C(=C(\C(=O)OC)C(F)(F)F)S1	1.9	-2.5	0.8	0.0	0.6	9.6	4.3	-0.1	-7.1	2.0	-1.9
CCc1ccc(N(CC(=O)Nc2ccccc2C(=O)N2CCCC2)S(C)(=O)=O)cc1	2.0	-0.1	2.7	0.5	2.5	-5.2	-4.4	-6.4	-0.3	-6.0	-4.6
O=C(Nc1ncc(Cc2cccc(Cl)c2Cl)s1)C1CCCO1 (stereo unspecified)	1.5	2.3	-1.2	0.2	-2.0	1.6	1.3	-6.6	0.3	98.1	-1.1
CCN(CC)S(=O)(=O)c1cc(C(=O)OC(C)C(=O)NCc2ccco2)ccc1C (stereo unspecified)	2.3	1.1	-0.1	-0.1	-0.3	4.8	0.3	-2.8	0.3	80.5	1.4
Cc1ccc(CNC(=O)CCCn2c(=O)[nH]c3ccccc3c2=O)cc1	2.3	1.4	3.5	0.4	0.3	-2.6	-1.8	-6.4	-2.6	64.7	2.3
Cc1cc(C)n2c(SCC(C)C)nnc2n1	1.4	1.2	-0.2	0.1	-2.4	1.2	-4.1	-22.6	-0.5	770.4*	-2.0
Cc1ccc(NC(=O)c2ccccc2OCC(=O)Nc2ccccc2F)cc1S(=O)(=O)N(C)C	2.4	6.6	-1.1	0.8	3.0	2.7	-1.4	-16.8	-9.1	-1.0	0.4

Seven structures out of the list, sorted by length of the SMILES, low to high.
SMILES	phage Ecoli inh	HTR5A ag	AddAB inh	CDK5 p35 inh	Ecoli viability	PKA-R2B activ	Tat export inh	HTR5A inv ag	DAGLB inhibitor	SUMO Mot1 rescue	PKA-R1A activ
Cc1ccc(NC(=O)c2sc(C)nc2C)c(C)c1	2.5	-1.2	1.6	4.8	-0.8	4.3	3.5	4.7	0.2	21.5	-2.7
Cc1c(O)nc(SC2CC(=O)N(c3ccccc3)C2=O)[nH]c1=O (stereo unspecified)	0.4	0.9	2.4	1.3	0.5	8.5	1.2	3.1	-0.3	-18.4	-0.9
CCN(Cc1ccccc1)C(=O)c1cc2c(OC)c(OC)c(OC)cc2[nH]1	1.4	5.9	1.4	0.2	-1.3	1.1	9.7	-22.7	1.7	-8.4	-4.2
CCCN1CCc2c(sc3nc(SCC)n(-c4ccc(OC)cc4)c(=O)c23)C1	·	8.5	·	0.3	·	-3.4	-1.4	-31.7	-0.3	·	-4.4
CCOC(=O)C1=C(c2ccccc2)O/C(=C(\C(=O)OC)C(F)(F)F)S1	1.9	-2.5	0.8	0.0	0.6	9.6	4.3	-0.1	-7.1	2.0	-1.9
CCc1ccc(N(CC(=O)Nc2ccccc2C(=O)N2CCCC2)S(C)(=O)=O)cc1	2.0	-0.1	2.7	0.5	2.5	-5.2	-4.4	-6.4	-0.3	-6.0	-4.6
CCCCN(CCCC)CCNC(=O)c1cn(CC)c2ccc(S(=O)(=O)N(C)C3CCCCC3)cc2c1=O	-1.1	-1.1	-0.4	-1.4	-1.6	1.3	4.3	17.7	-0.6	-2.6	10.2

Next section.
SMILES	phage Ecoli inh	HTR5A ag	AddAB inh	CDK5 p35 inh	Ecoli viability	PKA-R2B activ	Tat export inh	HTR5A inv ag	DAGLB inhibitor	SUMO Mot1 rescue	PKA-R1A activ
N/C(=N\OC(=O)c1cccc([N+](=O)[O-])c1)c1cccnc1	3.9	3.7	0.3	-1.3	-2.3	7.8	-22.1	-31.2	-5.2	-14.4	7.8
COC(=O)CC1=NC(=O)CS1	0.2	-0.8	2.4	-1.1	0.8	-5.7	2.4	6.6	-2.8	117.4	-5.4
O=C(OCC(=O)N1CCN(C(=O)c2ccco2)CC1)c1cc(-c2cccc(Br)c2)nc2ccccc12	1.7	8.3	2.0	0.0	2.8	-7.9	14.2	-5.2	0.1	16.4	-8.8
O=C(OCC(=O)c1c[nH]c2ccccc12)c1cc(S(=O)(=O)N2CCOCC2)ccc1F	1.6	-4.1	1.6	0.2	-0.2	-11.4	-7.9	10.2	0.1	3.1	5.9
O=C(COC(=O)c1ccc(F)cc1F)NCCNC(=O)COC(=O)c1ccc(F)cc1F	0.6	5.5	-0.4	0.1	-1.4	-9.8	-3.7	-3.3	2.7	-7.4	-15.1
Cc1cc(C(=O)Nc2ccon2)cs1	5.1	-1.8	0.0	-0.8	-1.2	0.7	9.0	-11.0	-3.2	15.5	0.4
CCCCNC(=O)CSc1nc(CCC)nc2ccccc12	1.6	3.4	0.1	-0.4	0.8	0.8	-17.1	-9.8	-2.6	-5.5	9.5
CCC(C)[C@H](NC(=O)C1CCC(CNC(=O)[C@@H]2CCCN2C(=O)OC(C)(C)C)CC1)C(=O)O (stereo partly specified)	3.6	0.3	·	1.6	·	-6.4	-6.9	-1.3	-1.6	6.3	-6.3
Cc1cc([N+](=O)[O-])ccc1N1C(=O)c2ccc(C(=O)Nc3ccccc3C(=O)O)cc2C1=O	-1.7	3.4	1.4	-3.4	1.3	-3.0	-1.4	-13.4	8.3	-4.9	0.4
O=C(CSc1nc2ccc(NC(=O)CSc3nnnn3Cc3ccccc3)cc2s1)Nc1ccccc1	1.5	14.2*	0.2	-0.2	-1.6	-3.8	4.1	-32.4	-3.1	-7.4	0.1
CCOc1cc(OCC)cc(C(=O)Nc2cccnc2)c1	1.0	0.7	0.9	0.2	-0.7	-5.4	0.3	9.4	-1.0	9.3	-0.3
Cc1ccc(C)c(NC(=O)CN(C)C(=O)Cc2ccc(Cl)cc2Cl)c1	0.9	3.3	0.5	0.5	-2.1	-2.6	-1.9	-3.8	-3.0	-2.9	-0.5
CCOC(=O)C1=C(COC(=O)c2cccs2)NC(=O)NC1C (stereo unspecified)	5.9	-3.9	-1.3	-1.5	1.0	-1.6	-0.3	11.8	1.3	20.5	1.8
CCOc1ccc(NC(=O)c2ccco2)cc1	2.8	4.8	-0.2	0.0	-2.8	-1.1	-10.9	-21.4	-2.9	3.0	-4.0
O=C1C2C3CCC(CC3)C2C(=O)N1c1ccccc1 (stereo unspecified)	0.4	2.0	0.7	-2.0	0.0	-6.4	2.2	-8.0	0.0	5.3	-10.6
O=C(CN1CCN(Cc2ccccc2Cl)CC1)N/N=C/c1ccccn1	-0.2	1.0	-0.2	2.4	-2.3	-9.3	-1.6	-26.1	0.4	-16.4	0.0
O=C(CSC(=S)N1CCCC1)N(Cc1nnc(-c2ccccc2Cl)o1)C1CC1	-0.1	4.5	-0.2	-1.0	0.0	6.0	9.1	-10.2	-0.5	5.7	-4.6
CN1CCN(c2nc(-c3cccs3)cc(C(F)(F)F)n2)CC1	5.0	-1.4	1.3	-0.3	-1.1	-1.1	-2.5	3.8	-1.8	3.9	-4.2
COC(=O)c1ccccc1NC(=O)CSc1nc(-c2ccco2)cc(C(F)(F)F)n1	-0.8	1.0	0.2	-0.5	2.7	3.6	17.8	11.6	-3.7	·	2.0
CC(C)NC(=O)NC(=O)COC(=O)c1c2c(nc3ccccc13)CCC2	0.3	14.1*	1.8	-1.3	-1.8	-11.5	-0.7	-41.9	4.9	8.1	5.2
C[C@@H](C(=O)NCCCCCC(=O)O)n1nnc2ccccc2c1=O	0.5	2.4	0.2	-1.0	1.8	2.8	0.4	1.8	2.5	10.9	-4.1
O=S1(=O)[C@H]2C[C@H](CO)O[C@@]2(CO)CN1Cc1ccc(-c2cccc(Cl)c2)cc1	-0.6	-1.0	0.9	-0.4	1.4	0.4	1.7	3.4	0.1	·	-8.2
NS(=O)(=O)c1cccc(NC(=O)COC(=O)Cc2ccc(S(=O)(=O)N3CCCCC3)s2)c1	2.9	0.7	0.5	-0.8	0.7	-3.3	3.9	-1.9	0.8	-7.4	-6.8
CC(C)Cn1c(=O)c2sccc2n2c(CCCC(=O)N3CCC(N4CCCCC4)CC3)nnc12	3.6	3.3	0.8	-0.1	-1.1	2.7	-0.4	-24.9	0.8	-9.6	-8.2
COc1ccc(C(=O)Nc2ccc(NC(=O)C3CC3)nc2)cc1	1.2	1.2	4.7	3.1	1.1	0.0	0.3	-9.1	-2.3	0.9	-3.8
CCOC(=O)Cn1c(=O)c2c(nc(N3CCCCC3)n2C)n(C)c1=O	-2.2	-1.5	1.8	-1.9	1.8	4.3	-3.0	-11.6	0.4	·	4.6
CNC(=O)C(Sc1ccccc1)c1ccccc1 (stereo unspecified)	3.5	2.9	3.8	-2.0	-1.6	-3.0	3.9	-22.6	1.4	-19.7	3.5
CCCn1nnc2c(=O)oc3ccccc3c21	0.6	0.4	2.6	0.6	-0.2	1.6	-3.7	-21.2	-0.8	-0.5	5.3
Cc1nc2scc(-c3cccs3)c2c(=O)n1N	3.5	-1.6	0.3	0.6	1.7	-4.8	-0.9	4.3	-2.0	-9.0	-4.0
COc1ccc(/C=C(/NC(=O)c2ccco2)C(=O)NCc2ccco2)cc1OC	0.9	2.9	0.8	0.4	-1.0	7.1	14.7	-6.9	0.2	-24.8	0.0
COc1cccc(C2Nc3c(F)cc(Br)cc3C3C=CCC32)c1OC (stereo unspecified)	0.8	2.1	1.1	·	0.3	2.5	2.4	12.8	4.0	-6.1	5.8
C[C@@H]1CN(Cc2nc(-c3cnccn3)no2)C[C@H](C)O1	2.1	-6.2	0.7	-0.4	0.3	-6.9	-4.7	23.6	-0.9	90.1	-9.5
Cc1csc(=O)n1CC(=O)OCC(=O)NCc1ccc(Cl)cc1Cl	5.1	-0.5	-0.5	-1.1	-2.5	1.5	10.4	-16.6	1.9	1.3	-1.2
O=C(NCc1ccc2c(c1)OCO2)C1CC(=O)N(CCc2ccc(F)cc2)C1 (stereo unspecified)	1.2	16.3*	1.2	-0.7	-3.0	-8.7	-7.4	-48.4	2.4	157.4	-7.2

Bioassay records as filed in PubChem.
